# LMP1 NFkB inh: EBV LMP1-driven NF-kappaB luciferase reporter inhibitors, primary screen, cell-based, luminescence, single point | LMP1-induced NF-kappaB luciferase reporter cells | inhibition, % at 12.5 µM | 0.69% of 350,000 active | AID 504558, 2011; in the data active = inhibition above about 41%;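 also: 0% = neutral control wells and 100% = reference inhibitor control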
# MC4R antag cAMP: MC4R antagonists of cAMP signaling, primary screen, cell-based, TR-FRET, antagonist arm of biased-ligand search. Melanocortin receptor 4 (Homo sapiens), P32245. MC4R-expressing cells, MTII-stimulated cAMP, LANCE TR-FRET. inhibition, % at 6.5 µM. 0.48% of 360,000 active. AID 540295, 2011;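 active = inhibition above its plate's cutoff, the mean of tested wells on that plate plus 3 SD, cut at about 29% in these data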;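 also: 0% = Melanotan II alone and 100% = Melanotan II plus saturating MCL0020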
# Target sequence (P32245 whole entry, looked up): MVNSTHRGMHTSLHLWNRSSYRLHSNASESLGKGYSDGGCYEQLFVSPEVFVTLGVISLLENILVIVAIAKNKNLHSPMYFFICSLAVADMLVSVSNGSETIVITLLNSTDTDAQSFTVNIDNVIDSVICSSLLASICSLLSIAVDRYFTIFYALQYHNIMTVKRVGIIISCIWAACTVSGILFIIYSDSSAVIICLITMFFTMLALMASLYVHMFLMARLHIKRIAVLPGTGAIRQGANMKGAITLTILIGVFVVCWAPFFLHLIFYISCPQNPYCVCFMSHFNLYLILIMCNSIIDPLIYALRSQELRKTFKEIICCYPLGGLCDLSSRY
#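 Assay system: U2OS-MC4R stable cell line; Also added: Melanotan II; Technique: Eu-cAMP/anti-cAMP TR-FRET, emission 671 nm; Times: 30-min compound, 1-h challenge, 1-h detection, room temperature.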
# NCOA1 inh: SRC1 coactivator transcriptional activity inhibitors, primary screen, cell-based, luminescence | HEK293 GAL4-SRC1 luciferase reporter | AID 588354, 2011 | inhibition, % at 3.6 µM | Nuclear receptor coactivator 1 (Homo sapiens), Q15788 | 0.12% of 360,000 active;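 active = inhibition above the campaign mean plus 3 SD, with each screening campaign given its own cutoff, cut at about 60% in these data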;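 also: 0% = DMSO treated cells and 100% = gossypol at 36 µM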
# NR2F2 inh: NR2F2 transcriptional activity inhibitors, primary screen, cell-based, luciferase reporter, HEK293T, luminescence. inhibition, % at 8.6 µM. AID 686940, 2013. HEK293T NGFI-A luciferase reporter. 0.7% of 370,000 active;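 active = inhibition above a per-plate cutoff, mean inhibition of test wells between control levels plus 3 SD, cut at about 38% in these data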;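 also: cells cotransfected with COUP-TFII expression vector driving the NGFI-A reporter; 0% = median of COUP-TF2 test wells and 100% = reporter-only cells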
# NR5A2 inv ag: LRH-1 (NR5A2) inverse agonists, primary screen, cell-based, luminescence, HEK293T, StAR-luciferase reporter; 0.13% of 360,000 active; inhibition, % at 3.6 µM; LRH-1 transfected, 24 h;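 active = inhibition above the mean inhibition of all tested compounds plus 3 SD, cut at about 73% in these data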;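 also: 0% = DMSO wells and 100% = reporter-only cells lacking LRH-1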
# NOD2 RIPK2 PPI: NOD2-RIPK2 binding disruptors in cells, primary screen, fluorescence, CHO cells, BLA complementation; Receptor-interacting serine/threonine-protein kinase 2 (Homo sapiens), O43353; CCF4 ratio; inhibition, % at 4.98 µM; 0.38% of 360,000 active; in the data active = inhibition above about 21%;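 also: 0% = vehicle only and 100% = reference blocker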
# Target sequence (O43353 whole entry, looked up): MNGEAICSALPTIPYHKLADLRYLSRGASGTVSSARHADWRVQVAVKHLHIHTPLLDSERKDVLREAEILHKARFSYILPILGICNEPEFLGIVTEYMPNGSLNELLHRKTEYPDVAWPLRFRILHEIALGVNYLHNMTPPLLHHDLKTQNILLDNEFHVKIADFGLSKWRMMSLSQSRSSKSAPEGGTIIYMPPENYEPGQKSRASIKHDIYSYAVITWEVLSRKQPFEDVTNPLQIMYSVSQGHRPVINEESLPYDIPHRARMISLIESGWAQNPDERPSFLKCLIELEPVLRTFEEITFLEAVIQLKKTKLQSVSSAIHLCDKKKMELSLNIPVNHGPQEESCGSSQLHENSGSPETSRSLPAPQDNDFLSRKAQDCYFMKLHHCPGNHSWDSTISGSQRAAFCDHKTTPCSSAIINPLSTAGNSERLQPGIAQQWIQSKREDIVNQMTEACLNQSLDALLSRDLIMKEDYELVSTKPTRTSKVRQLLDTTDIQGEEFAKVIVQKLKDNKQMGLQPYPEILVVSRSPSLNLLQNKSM
# NCOA2 inhibitor: inhibition of GAL4-SRC2 driven luciferase reporter, primary screen, SRC2 inhibitor project, cell-based, luminescence | Nuclear receptor coactivator 2 (Homo sapiens), Q15596 | HEK293 GAL4-SRC2 luciferase reporter | inhibition, % at 9 µM | 0.17% of 370,000 active;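 active = inhibition above the mean inhibition of all tested compounds plus 3 SD, set per campaign, cut at about 52% in these data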;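 also: 0% = DMSO treated cells and 100% = cells given Gossypol at 36 µM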
# SRC3 inh: SRC3 coactivator transcriptional activity inhibitors, primary screen, cell-based, luminescence; inhibition, % at 3.6 µM; 0.17% of 360,000 active; HEK293 GAL4-SRC3 luciferase reporter; AID 588352, 2011;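 active = inhibition above a per-campaign cutoff, the mean of all compounds plus 3 SD, cut at about 60% in these data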;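 also: 0% = DMSO-treated cells and 100% = gossypol-treated cells at 36 µM; higher means less SRC3-driven luciferase light from the GAL4 reporter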
# MC4R barr agon: MC4R agonists recruiting beta-arrestin, primary screen, cell-based, luminescence, agonist arm of biased-ligand search; Melanocortin receptor 4 (Homo sapiens), P32245; U2OS MC4R beta-arrestin complementation; percent of melanotan II response, DMSO zero; activation, % at 8.9 µM; 0.98% of 360,000 active; AID 540308, 2011;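 active = activation above a per-plate cutoff, the mean activation of sample wells on that plate plus 3 SD, cut at about 8% in these data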
# ABHD5 PLIN5 PPI: ABHD5-PLIN5 interaction inhibitors, primary screen, cell lysate, split luciferase complementation, luminescence. 0.78% of 360,000 active. Split G. princeps luciferase complementation, 4 h. inhibition, % at 4 µM;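 active = inhibition above the mean inhibition across every tested compound plus 3 SD, cut at about 22% in these data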;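 also: 0% = DMSO only wells and the 100% control is not disclosed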
# TLR9-MyD88 block: inhibitors of TLR9-MyD88 association in cells, primary screen, cell-based, CHO, BLA complementation, fluorescence; inhibition, % at 4.98 µM; CCF4 FRET ratio; Toll-like receptor 9 (Homo sapiens) + Myeloid differentiation primary response protein …; 0.21% of 340,000 active;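 active = inhibition above the mean over all tested compounds plus 3 SD, cut at about 21% in these data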;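 also: 0% = DMSO only wells and 100% = clavulanate BLA inhibitor control wells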
# Starred values were filed as active, the others as inactive; nt = not tested or not shown. Not all compounds are listed. The share of hits here may be higher or lower than overall.
SMILES,LMP1 NFkB inh,MC4R antag cAMP,NCOA1 inh,NR2F2 inh,NR5A2 inv ag,NOD2 RIPK2 PPI,NCOA2 inhibitor,SRC3 inh,MC4R barr agon,ABHD5 PLIN5 PPI,TLR9-MyD88 block
Cc1cc(C(=O)C(C)Cl)c(C)n1Cc1ccco1 (stereo not given),1.3,0.6,-3.8,10.7,-2.5,-1.1,3.6,0.2,-1.3,2.8,-13.5
N#CC[n+]1cc(-c2ccc(Cl)cc2)n2c1CCC2,-0.5,-4.4,-5.1,-0.7,9.7,0.1,-2.4,2.6,-1.2,0.0,4.1
COc1ccc(Cc2nnc(NC(=O)C3CCCO3)s2)cc1OC (stereo not given),2.6,11.0,5.3,3.2,-4.6,1.4,-11.7,-0.8,0.5,4.0,-5.4
Nc1ccc(S(=O)(=O)Nc2nccc(/C=C/c3ccc(Cl)cc3Cl)n2)cc1,6.9,10.9,1.7,-8.4,18.2,6.6,11.0,7.2,-2.5,-1.8,-2.3
C=C1CCC2C(C)(C)[C@H](O)CC[C@@]2(C)[C@@H]1COc1cc(=O)oc2ccccc12 (stereo not given in full),2.4,3.2,13.0,nt,9.1,-7.5,nt,-21.7,2.8,1.0,-0.4
CC(NCc1ccc(F)cc1)C(=O)Nc1cc(S(=O)(=O)N2CCCCC2)ccc1Cl (stereo not given),3.5,3.1,-12.2,21.8,-11.6,-10.8,19.6,13.5,2.6,6.0,-17.5
N#Cc1cn(OCc2ccccc2)c(=O)[nH]c1=O,-4.5,-0.5,18.3,2.1,0.1,-6.8,15.4,9.8,0.2,2.1,11.6
O=C(CCCN1C(=O)C2CC=CCC2C1=O)Nc1ccccc1Cl (stereo not given),-3.1,2.1,5.8,2.7,-19.2,8.8,15.2,-12.0,-2.9,-1.6,5.0
Cc1cc2c(cc1S(=O)(=O)Nc1ccc(OC(F)(F)F)cc1)OCC(=O)N2,2.1,-0.9,10.1,11.0,-0.2,-2.8,3.0,-0.1,0.2,3.6,9.2
O=C(NCCCCc1ccccc1)Nc1cccc(F)c1,-8.6,3.9,-6.6,1.0,-11.3,1.1,-27.1,5.7,-0.8,-1.8,-6.7
O=c1c2[nH]c3ccc(F)cc3c2ncn1CCN1CCOCC1,-4.0,4.7,9.3,-14.6,-10.9,-19.2,20.1,5.1,-1.1,6.2,-6.7
CCC(C)NCC(=O)Nc1ccc([N+](=O)[O-])cc1C(=O)Nc1ccccc1F (stereo not given),3.9,9.0,-7.4,-21.2,12.2,-5.7,6.1,-9.9,-0.4,0.4,20.1
Cc1c(C(=O)N2CCC(C)(C(=O)NS(=O)(=O)C3CC3)C2)oc2ccccc12 (stereo not given),nt,-5.6,-14.9,-2.4,1.6,-52.0,-24.8,10.5,1.8,7.7,nt
O=C(Nc1nc2ccsc2c(=O)s1)c1ccc(F)cc1Cl,-24.9,4.0,-91.8,-26.6,-80.4,-8.1,-15.6,-44.6,-3.0,2.5,0.6
COC(=O)c1ccc(C2/C(=C(\O)c3ccc4c(c3)OCCO4)C(=O)C(=O)N2c2nnc(C)s2)cc1 (stereo not given),-8.8,11.4,-9.4,-0.6,-10.3,9.9,-15.2,10.3,-3.5,-6.5,-1.2

# Reformatted: results already given.
SMILES	LMP1 NFkB inh	MC4R antag cAMP	NCOA1 inh	NR2F2 inh	NR5A2 inv ag	NOD2 RIPK2 PPI	NCOA2 inhibitor	SRC3 inh	MC4R barr agon	ABHD5 PLIN5 PPI	TLR9-MyD88 block
N#CC[n+]1cc(-c2ccc(Cl)cc2)n2c1CCC2	-0.5	-4.4	-5.1	-0.7	9.7	0.1	-2.4	2.6	-1.2	0.0	4.1
COc1ccc(Cc2nnc(NC(=O)C3CCCO3)s2)cc1OC (stereo not given)	2.6	11.0	5.3	3.2	-4.6	1.4	-11.7	-0.8	0.5	4.0	-5.4
Nc1ccc(S(=O)(=O)Nc2nccc(/C=C/c3ccc(Cl)cc3Cl)n2)cc1	6.9	10.9	1.7	-8.4	18.2	6.6	11.0	7.2	-2.5	-1.8	-2.3

# Going on with the list:
SMILES,LMP1 NFkB inh,MC4R antag cAMP,NCOA1 inh,NR2F2 inh,NR5A2 inv ag,NOD2 RIPK2 PPI,NCOA2 inhibitor,SRC3 inh,MC4R barr agon,ABHD5 PLIN5 PPI,TLR9-MyD88 block
COc1ccc(N2CC(C(=O)Nc3nnc(SCC(=O)NC(C)(C)C)s3)CC2=O)cc1 (stereo not given),-2.2,-0.9,7.3,21.9,15.8,-3.8,-6.5,13.0,1.8,-0.3,2.6
Cc1ccc(NC(=O)CSc2nc(C)c(C)c(C)n2)c([N+](=O)[O-])c1,-15.1,3.6,-1.1,4.5,-2.2,-10.2,13.4,-7.9,0.0,2.2,2.7
CCOC(=O)Cc1ccc(Nc2nc(NCCOC)nc3ccsc23)cc1,nt,10.4,6.8,21.3,12.4,-14.8,-9.4,-0.4,2.0,2.8,nt
C=CCc1c(C)nc(-c2ccccc2)nc1N/N=C(\C)c1ccc(N)cc1,-23.0,1.9,-20.2,-10.5,-40.0,-5.0,-10.2,-3.1,1.1,3.5,8.1
Cc1c(N=Cc2ccc(Cl)o2)c(=O)n(-c2ccccc2)n1C,-5.5,-4.8,-10.5,nt,2.3,-2.6,nt,4.2,-1.0,-3.9,2.8
CCOC(=O)[C@]12CCC=C1N(Cc1ccc(Cl)cc1Cl)C(=O)[C@H](CC(=O)NCc1ccc(C)o1)C2,nt,nt,nt,17.2,2.0,-14.1,11.0,nt,nt,15.8,nt
CCC(C(=O)Nc1cc(C)on1)c1ccccc1 (stereo not given),0.5,4.8,-21.6,-12.8,-6.2,-0.4,0.2,23.3,-0.1,-1.9,1.3
Cc1ccsc1C(=O)OCC(=O)N1CCN(c2ccccc2)CC1,-13.6,2.4,-14.9,-7.5,33.4,0.3,-37.8,-8.3,-1.1,1.9,-10.9
CC(C)(C)C1CCN2CCC[C@](c3ccccc3)(C1)[C@@]21CO1 (stereo not given in full),nt,nt,nt,14.8,-28.5,2.4,21.3,nt,nt,-4.8,nt
O=C(COc1ccc(Cl)cc1)NCCSc1ccccc1,8.4,-2.0,-5.9,11.0,-20.7,-13.8,-39.7,9.2,0.7,-7.5,-1.5
Cc1ccc(NC2CCCN(C(=O)c3ccnc(Cl)c3)C2)cc1C (stereo not given),-3.5,12.2,-58.6,0.2,-8.2,0.1,17.6,14.7,-2.5,-1.9,-3.8
Cc1cc(NC(=O)c2cccc(Cl)c2)n[nH]1,-10.5,-0.2,-85.0,-46.1,-77.3,-6.7,-48.4,-92.5,-1.9,-2.3,-2.5
CNC(=S)N(CCCO)Cc1cc2cc3c(cc2[nH]c1=O)OCO3,-5.2,-2.4,0.1,-7.7,23.1,1.3,-8.4,13.4,-0.5,-1.1,-5.1
CN(C)S(=O)(=O)c1ccc(NC(=O)COC(=O)CC2CC3CCC2C3)cc1 (stereo not given),3.6,10.6,-17.0,-0.4,9.4,-5.0,11.2,-10.9,-3.0,-11.3,-3.1
COCCNC(=O)COC(=O)CSCc1nc2ccccc2s1,-6.4,2.7,1.1,-11.8,13.3,-1.4,-19.9,-8.8,-0.4,-4.0,5.6
CCOc1ccccc1NC(=O)CSc1nnc(Cc2cccn2C)n1-c1ccc(F)cc1,-17.6,8.3,-6.4,-4.2,7.1,0.1,-22.0,-13.7,-0.6,6.4,7.6
Cn1cc(Cl)c(C(=O)Nc2nc3ccccc3s2)n1,1.9,-2.8,-106.2,-54.3,-93.6,-6.9,-11.1,-92.7,-1.6,-3.6,0.1
CCOC(=O)c1c(C)[nH]c(N=Nc2cccc(OC)c2)c1C,-48.6,-2.4,-108.8,-46.8,-170.3,-8.2,-87.0,-100.1,-1.3,-2.2,4.9
CN(C1CCCCC1)S(=O)(=O)c1ccc(SCC(=O)C(C)(C)C)nc1,-17.3,-6.8,-8.5,-1.6,-15.9,0.4,4.1,-3.6,2.6,-3.1,-6.7
N#CC(C#N)=c1ccc2c(c1)NC1(CCCCC1)N=2,-64.6,-6.7,-38.3,13.6,-28.2,1.1,5.1,-10.8,-1.5,8.7,-6.2
Cc1cc(C)c[n+](-c2[nH]c(=O)sc2/C=N/N=C(\N)[S-])c1,-3.3,-4.1,-42.5,-1.1,6.8,10.4,2.8,4.6,-1.6,-0.3,-8.2
CCc1ccc(C(=O)Nc2cc(C)on2)o1,-9.5,6.0,-30.4,-25.9,-75.1,-11.1,-29.1,-33.1,2.4,0.8,-1.3
COc1ccccc1C1=CC(=O)CCC1,2.2,7.2,-15.1,-5.1,-4.5,3.8,0.4,-17.3,1.8,-2.4,4.9
CCOC(=O)CN1C(=O)C(=O)N(Cc2cccc(C)c2)C1=O,-1.6,3.0,1.5,-0.1,5.5,13.1,-28.1,-7.9,-0.1,2.6,-11.4
CCCCNC(=O)c1cc(-c2ccc(OC)c(OC)c2)on1,4.9,6.2,-28.3,-17.2,6.6,4.3,-29.2,-1.9,1.4,8.3,8.1
CCCc1cc(=O)oc2c(C)c(OCc3nn[nH]n3)ccc12,-10.8,7.5,-2.9,-6.4,-9.5,-1.9,-33.3,14.6,-1.7,-6.9,-9.0
CCN(CC)C(=O)Oc1ccc2c(=O)c(-c3ccc(OC)cc3)coc2c1,-4.1,14.7,-86.9,-23.0,-60.6,-12.2,-54.3,-24.7,2.6,5.6,-3.3
Cc1ccc(-c2nc(C(=O)NCCCN3CCOCC3)cc3c2[nH]c2ccccc23)cc1,0.3,11.5,-17.3,-35.9,11.6,-5.9,-35.1,-1.9,4.0,8.4,-7.4
O=C(COC(=O)CNS(=O)(=O)c1cccc(F)c1)NCCc1ccccc1,4.5,26.7,-6.1,-3.1,-8.5,0.8,-46.6,3.8,-1.9,1.8,-11.3
CCOC(=O)CN1C(=O)S/C(=C/c2ccc(C)o2)C1=O,1.8,3.4,-9.7,6.0,-13.6,5.4,-5.5,-24.4,-0.7,-1.1,-2.9
O=C(NCCc1ccccc1)c1cccc2c1C(=O)c1ccc(N3CCOCC3)cc1S2(=O)=O,6.5,9.7,12.6,17.1,9.3,-1.8,-6.6,-0.1,-0.3,3.2,-1.1
COC(=O)c1cc(S(=O)(=O)N2CCN(c3ccccc3)CC2)c[nH]1,-5.6,-3.3,5.7,13.2,4.4,3.9,15.0,1.4,-0.3,0.8,-15.0
NC(=O)c1c(NC(=O)CN2C(=O)NC(Cc3ccccc3)C2=O)sc2c1CCC2 (stereo not given),1.9,-13.8,-11.7,-0.8,-29.7,-2.8,21.9,1.4,0.9,2.5,-19.5
